From PubChem BioAssay
IDE act = IDE (human) activation, cell-based | P14735 | HEK cells, FAbeta-B cleavage, fluorescence polarization; 0% vehicle, 100% cell-free pure enzyme wells | activation, % at 5.96 µM | 0.073% of 340,000 active | AID 493087;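 active means activation above the mean of all tested compounds plus 3 SD, set per screening campaign, cut at about 17% in these data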
M18AAP inhibitor = blocks P. falciparum M18 aspartyl aminopeptidase | 1.2% of 290,000 active | recombinant PfM18AAP, H-Glu-NHMec fluorogenic cleavage | inhibition, % at 7.35 µM | AID 1822;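 active means inhibition above the campaign mean inhibition over all tested compounds plus 3 SD, cut at about 28% in these data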;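 further: 0% = plate median of test compound wells and 100% = 2 mM ZnCl2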
pCIP destab = compounds decreasing mouse p/CIP protein stability. Q05BA5. F442A p/CIP-EGFP cells, EGFP fluorescence, 16 h. decrease of EGFP signal, % at 10 µM. 0.01% of 290,000 active;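 active means EGFP signal decrease of at least 30% at 10 µM or well 3 SD below plate mean, unless failing retest; inactive means the rest, including hits failing retest or dose response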; further: some compounds called inactive have numbers as strong as hits; many of its hits are not listed in these tables
Target sequence (Q05BA5 1-1403): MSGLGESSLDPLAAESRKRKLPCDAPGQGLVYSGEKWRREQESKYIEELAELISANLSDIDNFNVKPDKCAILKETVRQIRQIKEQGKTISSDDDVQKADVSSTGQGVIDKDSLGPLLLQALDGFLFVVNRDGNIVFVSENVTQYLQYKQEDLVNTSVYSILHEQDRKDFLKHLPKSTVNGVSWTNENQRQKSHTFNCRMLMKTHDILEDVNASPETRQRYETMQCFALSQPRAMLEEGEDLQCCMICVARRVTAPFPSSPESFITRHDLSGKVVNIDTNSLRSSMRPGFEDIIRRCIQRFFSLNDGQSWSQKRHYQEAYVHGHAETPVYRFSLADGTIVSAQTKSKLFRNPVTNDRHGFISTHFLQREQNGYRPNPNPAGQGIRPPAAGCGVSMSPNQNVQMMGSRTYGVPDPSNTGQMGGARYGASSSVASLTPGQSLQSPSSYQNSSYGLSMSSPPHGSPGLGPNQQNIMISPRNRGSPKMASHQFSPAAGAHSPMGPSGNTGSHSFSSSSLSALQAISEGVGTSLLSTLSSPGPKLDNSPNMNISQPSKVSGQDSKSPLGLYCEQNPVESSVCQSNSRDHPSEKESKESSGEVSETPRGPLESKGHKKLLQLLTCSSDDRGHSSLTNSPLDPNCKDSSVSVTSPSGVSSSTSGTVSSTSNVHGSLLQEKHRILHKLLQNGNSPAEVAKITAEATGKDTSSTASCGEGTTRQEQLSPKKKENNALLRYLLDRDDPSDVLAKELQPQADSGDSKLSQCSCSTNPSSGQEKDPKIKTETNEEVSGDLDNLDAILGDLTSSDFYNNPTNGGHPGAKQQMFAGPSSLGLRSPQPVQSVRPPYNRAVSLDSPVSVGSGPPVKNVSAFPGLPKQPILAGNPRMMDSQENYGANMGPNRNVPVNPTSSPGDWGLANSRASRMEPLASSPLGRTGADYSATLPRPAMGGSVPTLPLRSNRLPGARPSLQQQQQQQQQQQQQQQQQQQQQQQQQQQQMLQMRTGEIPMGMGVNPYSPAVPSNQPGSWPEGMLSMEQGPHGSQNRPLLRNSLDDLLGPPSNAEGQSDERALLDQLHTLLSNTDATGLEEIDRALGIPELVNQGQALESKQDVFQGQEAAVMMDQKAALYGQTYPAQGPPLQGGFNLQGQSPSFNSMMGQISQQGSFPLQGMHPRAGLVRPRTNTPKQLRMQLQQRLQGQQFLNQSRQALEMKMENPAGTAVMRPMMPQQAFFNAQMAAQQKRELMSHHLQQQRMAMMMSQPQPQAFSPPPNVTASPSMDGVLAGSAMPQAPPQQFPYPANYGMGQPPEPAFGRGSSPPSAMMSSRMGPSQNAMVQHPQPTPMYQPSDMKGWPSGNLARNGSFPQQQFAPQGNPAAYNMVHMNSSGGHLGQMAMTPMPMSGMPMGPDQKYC
MEKK3 PB1 HTS = modulators (inhibitors or enhancers) of MEK5 binding to human MEKK3 PB1 domain; bead-based flow cytometry, Alexa488-MEK5 binding to MEKK3; actives lie on both sides; 0 = blocked by unlabeled MEK5, 100 = vehicle; binding response (% of control), % at 10 µM; Q99759; 1.4% of 290,000 active;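 active means binding response more than 3 SD above or below the average of its plate-row segment, actives on both sides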;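 further: Alexa488 bead fluorescence after subtracting the streptavidin-only scavenger bead signal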
IDE cell inh = inhibitors of human insulin-degrading enzyme in cells; inhibition, % at 5.59 µM; AID 434962; 0.41% of 320,000 active; HEK cells, FAbetaB cleavage, fluorescence polarization; P14735;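 active means percent inhibition above the average of all tested compounds plus 3 SD, set per screening campaign, cut at about 16% in these data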;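 further: IDE supplied by intact live HEK cells; FP after avidin binding of uncleaved biotin substrate so inhibition keeps polarization high; 0% = DMSO wells and 100% = 60 µM reference IDE inhibitor Ii1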
NALP1 yeast inh = NALP1 inhibition | AID 2071 | 0.61% of 280,000 active | inhibition, % at 10 µM | S. cerevisiae NALP1/ASC/caspase-1 growth, X-gal OD620, 72 h; in the data active means inhibition mostly above about 24%, no sharp cut-off; inactive means mostly below about 32%; further: some compounds called inactive have numbers as strong as hits
UBC9 SUMO inh = blocks human SUMOylation mediated by UBC9; HTRF SUMOylation assay, SAE1/SAE2 + UBC9, in vitro; inhibition, % at 35 µM; P63279; 0.36% of 290,000 active; in the data active means inhibition above about 50%, passing the limit was not always enough; further: strong numbers were not always called active
MEKK2 WT-MEK5 = raises or lowers MEK5 binding to wildtype human MEKK2 PB1 domain. binding response (% of control), % at 10 µM. 1.1% of 290,000 active. bead flow cytometry, Alexa488-MEK5 binding to MEKK2 WT; actives lie on both sides; in the data active means binding response below about 67% or above about 130%
MEKK2 mut-MEK5 = signal of MEK5 binding to mutant human MEKK2 PB1 domain; 0.35% of 290,000 active; bead flow cytometry, Alexa488-MEK5 binding to MEKK2 mutant; percent response, % at 10 µM; in the data active means percent response above about 24%, passing the limit was not always enough; further: inactives centre near 1; some results filed as inactive read as strong as hits; reference of the scale not given here
The depositor's hits bear a star; nt = no result given; [ ] = dose if it differs, or a comment. A portion of the library, so the mix of outcomes need not match the whole.

IDE act	M18AAP inhibitor	pCIP destab	MEKK3 PB1 HTS	IDE cell inh	NALP1 yeast inh	UBC9 SUMO inh	MEKK2 WT-MEK5	MEKK2 mut-MEK5	SMILES
-1	-6	-15	103	2	11	10	106	8	COc1ccccc1C(=O)N1CCN(C(=O)Cc2ccccc2)CC1
2	-7	-5	98	-2	9	7	95	-6	CC(=O)c1ccc(NC(=O)c2ccc(NC(=O)c3ccco3)cc2)cc1
-1	6	0	103	3	-7	3	101	-8	Cc1cccc(C)c1NC(=O)C1c2cccc[n+]2CC(=O)N1Cc1cccs1 (stereo not given)
5	-5	-3	96	5	12	7	97	1	CCOC(=O)CSc1nc2ccccc2c(=O)n1C1CCCC1
-3	0	-1	103	nt	8	-6	99	0	COc1ccc(C(=O)C2CCCN(C(=O)c3ccc(C(C)=O)s3)C2)c(C)c1 (stereo not given)
3	0	4	103	-2	28	22	104	2	CN(N=Nc1ccc([N+](=O)[O-])cc1)c1ccccc1
-5	-1	-13	0.0*[inhibitor]	8	-13	42	-5.0*[inhibitor]	-18	CCCn1c(SCC(=O)NC(=O)Nc2ccc(C)cc2C)n[nH]c1=O
-4	5	-6	96	-6	nt	26	96	-2	COc1cccc(/C=C/C(=O)NNC(=O)CCN2CCN(Cc3ccccc3)CC2)c1
5	0	-10	100	6	5	nt	99	5	COc1cc(-c2c(NC(=O)c3ccco3)oc3ccccc3c2=O)cc(OC)c1OC
0	-8	7	96	-4	22	-4	102	-5	Cc1ccc(NC(=O)C2CCCN(S(=O)(=O)c3ccc4c(c3)oc(=O)n4C)C2)nc1 (stereo not given)
0	-6	6	100	-1	16	-4	108	1	O=C(Nc1ccc([N+](=O)[O-])cn1)c1cccnc1
-31	17	1	103	30*	22	18	99	0	CSc1ccc(C2C(C#N)=C(N)Oc3c2ccc(=O)c2c(C)oc(C)c32)cc1 (stereo not given)
3	12	0	107	-3	6	24	104	2	Cc1ccc(-n2[nH]c(C)c(/C=N/c3ccccn3)c2=O)cc1
-6	-19	-1	103	-2	4	3	108	5	CCn1ncc(C(=O)Nc2cc(C)on2)c1C
4	nt	0	96	nt	nt	11	95	5	COc1ccc(C2/C=C\CN(S(=O)(=O)c3ccc(-c4ccccc4)cc3)CC(=O)N2Cc2ccc(F)cc2)cc1 (stereo not given)
3	-9	-5	106	0	29	26	107	4	CCN(CC)c1ccc(NC2=C(Cl)C(=O)c3ccccc3C2=O)cc1
-5	-1	-4	100	-3	-3	19	103	4	CCOC(=O)CSc1nnc(CNC(=O)c2ccco2)n1C
2	-12	15	100	3	6	15	96	-3	Cc1cc(NCCCO)n2nc(-c3cccs3)cc2n1
-3	2	3	107	-2	11	-1	104	2	CC/C=C/C(=O)N1CC2(CC(c3cccc(NC(=O)c4ccccc4)c3)=NO2)C[C@@H]1C(N)=O (stereo not given in full)
3	5	-3	103	2	13	-3	102	9	O=C(N/N=C/c1ccc(N2CCOCC2)cc1)C1CC1
0	1	1	104	2	8	12	105	4	O=C(c1cccc(C(F)(F)F)c1)C1CCCN(C(=O)Cn2cncn2)C1 (stereo not given)
8	-7	-1	101	-1	35	-4	99	1	COc1ccccc1NC(=O)Cn1c(=O)oc2ccccc21
-6	-4	-1	85	-1	8	12	86	-8	COC(=O)C(/C=N/OCc1ccc([N+](=O)[O-])cc1)NC(=O)c1ccccc1 (stereo not given)
-9	7	-1	107	0	7	20	110	5	COc1ccccc1NC(=O)CSc1ccc2nnc(-c3cccnc3)n2n1
5	-15	-13	96	-3	13	6	96	1	N/C(=N\S(=O)(=O)c1cccs1)c1ccccc1Cl
-6	-4	-1	99	1	12	-11	108	-1	O=C(CN1C2=NCCCN2c2ccccc21)c1cccc(Br)c1
3	13	-20	90	2	8	3	93	-7	CCOC(=O)Cc1nnc(NC(=O)CSc2ccccc2)s1
-4	-7	1	102	-4	-11	14	106	3	COc1ccc(NC(=O)C2CCCN(S(C)(=O)=O)C2)cc1 (stereo not given)
-2	-2	7	104	5	-16	-25	106	8	COc1ccc(OCc2cccc(C(=O)N3CCCC3)c2)cc1
-5	-1	-26	109	3	20	15	104	-1	O=C(COC(=O)c1cc(-c2cccc3ccccc23)nc2ccccc12)NC1CCS(=O)(=O)C1 (stereo not given)
2	-12	nt	99	1	nt	nt	100	-4	CCCCCCNc1c([N+](=O)[O-])cc(C)cc1[N+](=O)[O-]
-12	31*	-1	nt	6	1	10	nt	nt	COc1cc(OC)c(C2CC(=O)N3CN(c4ccc(C)cc4)CSC3=C2C#N)cc1OC (stereo not given)
-4	0	-10	98	nt	3	4	95	-2	Cc1cc(C)c(C)c(S(=O)(=O)NC2CCCCC2)c1C
2	33*	-11	105	nt	16	0	102	3	CC(=O)N1CCN(c2ccc(N=Cc3c(O)n(Cc4ccccc4)c(=O)[nH]c3=O)cc2)CC1
2	22	-5	95	4	-11	-5	96	0	CCOc1ccccc1Oc1cn[nH]c1-c1ccc(O)cc1O
-2	-7	8	95	3	6	5	92	-5	Cc1ccccc1NC(=O)c1ccccc1NC(=O)c1cccs1
2	3	-12	99	0	24	11	94	-4	CC(C)c1ccc2oc(-c3ccc(N)cc3)nc2c1
7	9	-7	110	-2	14	5	108	4	O=C(Nc1nnc(-c2ccc3c(c2)CCCC3)o1)c1ccccc1
-6	3	-9	103	4	9	21	91	-8	Cc1cccc(C)c1NC(=O)COC(=O)c1ccc([N+](=O)[O-])o1
8	-1	-6	98	7	29	-1	98	5	COc1ccc(N2CCN(c3oc(Cc4cccc5ccccc45)nc3C#N)CC2)cc1
2	5	-7	104	-2	-2	14	103	9	CCOc1cc(-c2cc(-c3ccc(NC(C)=O)cc3)nc(N)c2C#N)ccc1O
0	22	-4	90	nt	18	25	91	-7	CC(=O)Nc1ccc(/C=N/Nc2nc3ccccc3s2)cc1
-6	3	-6	101	2	18	0	99	3	O=C(NCCO)C(=O)NCC(c1ccc2c(c1)OCO2)N1CCN(c2ccc(F)cc2)CC1 (stereo not given)
3	5	-10	101	1	nt	71	95	-2	Cc1cccc(S(=O)(=O)C(C#N)c2nc3ccccc3nc2N2CC(C)OC(C)C2)c1 (stereo not given)
-1	2	0	97	-1	21	16	99	1	COc1ccccc1CNS(=O)(=O)c1ccc2c(c1)NC(=O)C(C)S2 (stereo not given)
1	nt	1	118	4	-3	-4	117	6	O=C(C1CCN(S(=O)(=O)c2cccc3cccnc23)CC1)N1CCCC1
5	-8	-11	100	-2	16	12	94	-5	CCOc1ccc(Cl)cc1S(=O)(=O)N1CCC(C(=O)NCc2ccccn2)CC1
nt	14	14	105	5	-41	11	106	-1	COCCNC(=O)CSc1nc2sc(C)c(C)c2c(=O)n1-c1ccccc1
5	-1	9	104	5	19	11	104	1	O=CNCc1nc2ccccc2n1CCc1ccccc1
-3	3	-8	105	-3	-4	12	107	7	COc1ccc(-c2csc(/C(C#N)=C(\O)CSc3nccn3C)n2)cc1OC
3	1	14	98	1	11	0	104	0	Cc1ccc(CNS(=O)(=O)c2c(C(=O)N3CCCCC3)c(C)n(C)c2C)cc1
-1	3	-7	101	3	15	-4	98	0	CCOC(=O)N1CCN(C(=O)CNS(=O)(=O)c2cccs2)CC1
-4	-1	-8	88	-1	10	0	84	-11	Cc1ccc(S(=O)(=O)NC2(C(F)(F)F)NC(=O)N(c3ccc(F)cc3)C2=O)cc1 (stereo not given)
5	10	5	105	-6	-3	-17	101	-4	O=C(NC1CCCC1)C1CCN(S(=O)(=O)c2ccccc2)CC1
5	20	-2	103	-4	13	-8	107	0	COc1ccc(NC(=S)NCC2CCN(c3ccc(OC)cc3)C2)cc1 (stereo not given)
0	4	-6	106	nt	-15	16	97	-5	CCSCc1nc2ccccn2c1Br
1	6	5	107	0	20	24	105	5	Cc1coc2c1c(C)cc1oc(=O)c(CC(=O)NCCCCCC(=O)O)c(C)c12
1	-8	0	109	5	22	-11	112	8	CC(C)CN=c1cc(-c2ccccc2)oc2ccc(Cl)cc12
-4	3	0	102	0	1	8	100	4	COc1ccc(NC(=O)CSc2nc3scc(C)c3c(=O)[nH]2)cc1
2	4	4	84	-1	-3	8	103	-13	Cc1ccc2[nH]cc(C(=O)NCc3cccs3)c(=O)c2c1

Looked up above.
IDE act, `Cc1coc2c1c(C)cc1oc(=O)c(CC(=O)NCCCCCC(=O)O)c(C)c12` = 1
pCIP destab, `O=C(C1CCN(S(=O)(=O)c2cccc3cccnc23)CC1)N1CCCC1` = 1
NALP1 yeast inh, `CC(=O)Nc1ccc(/C=N/Nc2nc3ccccc3s2)cc1` = 18
NALP1 yeast inh, `CCOc1cc(-c2cc(-c3ccc(NC(C)=O)cc3)nc(N)c2C#N)ccc1O` = -2

The list goes on:
IDE act	M18AAP inhibitor	pCIP destab	MEKK3 PB1 HTS	IDE cell inh	NALP1 yeast inh	UBC9 SUMO inh	MEKK2 WT-MEK5	MEKK2 mut-MEK5	SMILES
2	-1	-6	104	2	8	-21	100	-3	CC(C)(C)n1nc2c(c1NC(=O)c1ccco1)CS(=O)C2 (stereo not given)
3	3	-2	104	nt	9	3	102	1	CCc1c(C(=O)Nc2cc(C(=O)OC)ccc2C)csc1C
-1	9	-14	98	4	12	4	96	-13	O=C(NN1C(=O)/C(=C/c2ccc(O)c([N+](=O)[O-])c2)SC1=S)c1ccccc1Cl
5	2	0	101	-1	5	3	104	8	CC12CCC(C(=O)NCC3CCCO3)(OC1=O)C2(C)C (stereo not given)
8	-8	-13	85	-2	19	4	109	0	Cc1ccc(NNC(=S)Nc2ccc(C(C)C)cc2)c(C)c1
-6	-4	-8	96	-7	1	0	104	2	C=CCn1c(=O)c(C(=O)NCCN(CC)CC)c(O)c2ccccc21
3	0	1	94	-3	nt	-12	105	-16	O=C(Nc1ccccc1)OC1CCCCc2cccnc21 (stereo not given)
4	2	-6	104	0	-5	14	101	3	COc1ccccc1C(=O)Oc1ccccc1C(=O)Nc1ccccc1
3	6	-3	81	-3	-12	26	86	-10	CCOc1cc(C2CC(=O)Nc3cc(C)c(C)cc32)ccc1O (stereo not given)
7	0	3	130*	3	1	16	108	4	COc1cc(C)nc(N2CCCC(C(=O)NCC(C)C)C2)n1 (stereo not given)
-2	-5	-9	103	1	22	19	105	2	Cc1cc(C)c(NC(=O)CS(=O)CC(=O)N2CCN(c3ccc(F)cc3)CC2)c(C)c1 (stereo not given)
2	5	-17	96	3	16	0	94	9	CCC(C)(C)NS(=O)(=O)c1cc(CN2C(=O)c3cccnc3C2=O)ccc1OC
9	-7	3	106	-8	13	-4	104	2	CC(=O)N1CCN(c2ccc([N+](=O)[O-])c(NCc3cccnc3)c2)CC1
2	-11	8	100	2	43*	-12	95	2	CCc1ccc(NC(=O)c2ccccc2NC(=O)C2CCCO2)cc1 (stereo not given)
-8	-4	-24	110	1	nt	26	105	3	N#C/C(=C\c1ccccc1[N+](=O)[O-])C(=O)Nc1ccc(S(N)(=O)=O)cc1
1	0	-4	107	0	21	-5	91	7	Cc1ccc2oc(=O)c3cnn(CC(=O)Nc4cc(-c5cccc(F)c5)no4)c3c2c1

One compound at a time, as listed above. Values in the order: IDE act, M18AAP inhibitor, pCIP destab, MEKK3 PB1 HTS, IDE cell inh, NALP1 yeast inh, UBC9 SUMO inh, MEKK2 WT-MEK5, MEKK2 mut-MEK5
O=C(Nc1nnc(-c2ccc3c(c2)CCCC3)o1)c1ccccc1 is listed as 7, 9, -7, 110, -2, 14, 5, 108, 4
O=C(Nc1ccc([N+](=O)[O-])cn1)c1cccnc1 is listed as 0, -6, 6, 100, -1, 16, -4, 108, 1

Structural class, the compounds so far with bromine
IDE act	M18AAP inhibitor	pCIP destab	MEKK3 PB1 HTS	IDE cell inh	NALP1 yeast inh	UBC9 SUMO inh	MEKK2 WT-MEK5	MEKK2 mut-MEK5	SMILES
-6	-4	-1	99	1	12	-11	108	-1	O=C(CN1C2=NCCCN2c2ccccc21)c1cccc(Br)c1
0	4	-6	106	nt	-15	16	97	-5	CCSCc1nc2ccccn2c1Br
